# Compound activity: PubChem, Broad Institute
# LGR2 antag: inhibitors of bursicon-induced Drosophila LGR2 receptor cAMP signaling; HEK293 LGR2, CRE-luciferase, bursicon-stimulated, 4 h; inhibition, % at 9.99 µM; 0.35% of 380,000 active; AID 720647;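 active = drop in luminescence signal, shown as inhibition above about 50% in the replicate tests, limit read from the data, passing the limit was not always enough; inconclusive = probably only some replicates passing the limit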;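 also: agonist challenge used bursicon conditioned medium at about half maximal strength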
# Xi reactivation: X-chromosome reactivation activator | XiGFP mouse fibroblasts, % GFP-positive cells imaging, 3 d; cells co-treated with 5-aza-dC sensitizer; scaled so ellipticine positive control = 100% | activation, % at 7.58 µM | 0.055% of 360,000 active | AID 743238;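 active = mean normalized replicate activation at least 10% and every replicate at or above 10%; inconclusive = only one of the two criteria met; inactive = mean below 10% and not all replicates reach 10%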;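 also: 0% = median of on-plate neutral control wells and 100% = ellipticine 6 µM median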
#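 Assay system – SV40-immortalized XiGFP fibroblast cells, line 68-5-11 · Buffer or medium – DMEM supplemented with 5-aza-dC as sensitizing agent · Dosing – one concentration, pinned · Benchmarks – positive control ellipticine, 6 µM final · Times – 3 days compound exposure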
# Cneo AK release: Cryptococcus neoformans lysis via adenylate kinase release; lysis activity, % at 15 µM; 0.2% of 360,000 active; C. neoformans lysis, adenylate kinase release luminescence, 4 h; normalised: neutral wells 0, clomiphene wells 100; AID 651654;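 active = mean lysis activity across replicates of at least 80%, whatever share of replicates individually reach that level; inactive = mean lysis activity below 80%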
#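 Schedule: static 4 h at 37 °C with compound, 1 h detection; system: C. neoformans cells; benchmarks: Clomiphene as positive control; buffer or medium: fresh YPD medium; measure: luminescence rise reflecting yeast cell lysis; measured by: luminescent adenylate kinase detection reagent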
# SIRT5 inh: blocks human SIRT5 desuccinylation of peptide | Purified SirT5, succinyl-peptide AMC, trypsin-coupled fluorescence | inhibition, % at 15 µM | 1.1% of 330,000 active; in the data active = inhibition above about 15%; inconclusive = no clear call, values can overlap the other calls
# Target sequence (Q9NXA8 whole entry, looked up): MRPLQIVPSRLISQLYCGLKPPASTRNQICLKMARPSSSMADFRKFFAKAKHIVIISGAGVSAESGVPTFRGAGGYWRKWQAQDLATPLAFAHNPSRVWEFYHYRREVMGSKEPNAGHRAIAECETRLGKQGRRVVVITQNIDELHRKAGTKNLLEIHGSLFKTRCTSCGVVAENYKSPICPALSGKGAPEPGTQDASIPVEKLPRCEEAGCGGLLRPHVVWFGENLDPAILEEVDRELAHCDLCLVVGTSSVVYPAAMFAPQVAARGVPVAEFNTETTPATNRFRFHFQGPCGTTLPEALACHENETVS
# Statin myotox sup: protects C2C12 myotubes from simvastatin toxicity | ATP luminescence, 48 h; scaled: DMSO 0, geranylgeraniol control 100 | rescue of ATP level, % at 7.49 µM | 0.78% of 330,000 active;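 active = mean ATP rescue above about 67%, or every replicate alone reaching that limit, limit read from the data, passing the limit was not always enough; inconclusive = no clear call, values can overlap the other calls; inactive = mean under the limit and some replicate under it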;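 also: myotubes were challenged with 10 µM simvastatin during compound exposure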
# ERAP1 HTS inh: blocks human ERAP1 aminopeptidase activity; Q9NZ08; recombinant ERAP1, Leu-AMC fluorescence, 60 min; inhibition, % at 10.7 µM; 0.15% of 340,000 active; AID 652197;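 active = mean replicate inhibition of at least 30%, or all replicates individually reaching that 30% level; inactive = mean below 30% and not every replicate reaching it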;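 also: 0% = neutral control wells and 100% = L-leucinethiol positive control wells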
# PGC1a acetyl inh: PGC1a acetylation modulation, inhibitor mode; U2OS PGC1a acetylation, AlphaScreen anti-acetyl-lysine; with virally co-expressed GCN5 acetyltransferase; inhibition, % at 15.6 µM; 0.17% of 350,000 active; AID 651687;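 active = every replicate shows inhibition of at least 40%; inconclusive = mean inhibition at least 40% but some replicate below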;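 also: 0% = neutral control wells and 100% = positive control wells; some results beyond the cut were filed as inactive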
# S100A4 MyoIIA: S100A4-myosin IIA interaction inhibition; P26447; 0.14% of 360,000 active; inhibition, % at 10.7 µM; S100A4/TAMRA-MyoIIA peptide fluorescence polarization;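 active = mean inhibition of at least 70% across replicates, with every replicate also reaching that level; inconclusive = mean inhibition reaches 70% but some replicates fall short; inactive = mean inhibition below 70%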
# Target sequence (P26447 whole entry, looked up): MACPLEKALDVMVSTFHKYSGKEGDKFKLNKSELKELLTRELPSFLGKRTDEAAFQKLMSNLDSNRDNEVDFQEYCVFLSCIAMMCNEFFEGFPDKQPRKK
#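 Material: S100A4 monomer protein / Buffer or medium: 50 mM HEPES pH 7.2, 10 mM CaCl2, 100 mM KCl / Times: 5 min incubation before reading / Benchmarks: neutral control DMSO, positive control TFP / Reagent: labelled myosin peptide probe, 5 nM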
# The depositor's hits bear a star; ? = inconclusive; . = no result given. A portion of the library. The share of hits here may be higher or lower than overall.
SMILES,LGR2 antag,Xi reactivation,Cneo AK release,SIRT5 inh,Statin myotox sup,ERAP1 HTS inh,PGC1a acetyl inh,S100A4 MyoIIA
N=c1c2c3c(sc2ncn1N)CCC3,.,0.0,0.2,-4.2,.,-1.9,15.7,-12.1
CCN(CC1CCCN(CCc2cccc(OC)c2)C1)C(=O)c1ccoc1C (configuration not stated),11.9,-0.1,0.8,0.8,-4.6,-0.4,.,-8.3
COc1ccc(NC(=O)CSc2nnc(Cc3ccccc3)c(=O)n2N)cc1,10.7,0.4,2.4,-0.8,24.3,3.6,-29.1,7.7
COc1ccc(C(=O)Cn2c(NCCO)nc3ccccc32)cc1OC,3.3,.,.,-3.0,.,7.5,.,0.8
CCCN(CCC)CCNC(=O)c1cc2c(-c3ccccc3F)nn(C)c2s1,3.9,0.0,.,-10.1,.,2.3,.,-5.3
CCOC(=O)Cc1cnc(NC(=O)CSc2nc(N)cc(N)n2)s1,1.9,0.0,.,-3.3,.,-0.9,3.1,1.1
COc1ccc(NC(=O)COc2ccccc2Cl)cc1S(=O)(=O)N1CCCCC1,-9.4,0.2,-3.2,-2.1,2.0,-0.8,-8.0,-5.1
C[C@H](O)C#Cc1ccc2c(c1)O[C@H](CN(C)C(=O)C1CCCCC1)[C@@H](C)CN([C@H](C)CO)S2(=O)=O,14.0,0.2,-0.2,11.2,-4.3,3.1,-16.1,5.1
O=C(NN1CCOCC1)c1cnn2c(C(F)F)cc(-c3ccccc3)nc12,-1.4,-0.2,.,-1.8,.,0.9,.,1.4
CC(OC(=O)Cn1cnc2c1c(=O)n(C)c(=O)n2C)C(=O)NC(C)c1ccc(Cl)cc1Cl (configuration not stated),-4.4,0.0,-1.4,-1.1,0.8,1.7,.,-1.8
CCn1c(CSCc2ccc(F)cc2)nnc1SCC(=O)N1CCN(c2ccccc2)CC1,1.8,.,-1.4,.,11.0,.,3.0,.
COc1ccc(CN(C)CC(=O)Nc2cccc(S(=O)(=O)N3CCCC3)c2)cc1F,6.3,0.4,0.7,-1.2,-4.5,1.1,5.3,-2.3
O=C1CCCN2N=C(SCC(=O)N3N=C(c4ccc(Br)cc4)CC3c3ccc(F)cc3)SC2=N1 (configuration not stated),17.4,0.0,-2.0,1.9,13.1,2.9,.,-2.6
COc1cc(/C=C/C(=O)OCC(=O)NNC(=O)c2cc(Cl)ccc2OC)ccc1O,-4.6,0.0,0.6,-1.9,9.0,1.1,0.2,7.7
CC(=O)c1cc(C(=O)N2CCc3c([nH]c4ccccc34)C2CC(C)C)[nH]n1 (configuration not stated),24.7,0.0,.,3.5,26.9,-1.0,18.5,-0.7
O=C(O)CCc1ccc(S(=O)(=O)Nc2ccccc2C(=O)NCCc2ccccc2)cc1,-26.0,0.0,-0.9,-2.5,0.1,2.7,.,2.1
COc1ccc(NC(=O)C2(C)Cc3c(-c4ccc(C(N)=O)cc4)ccnc3O2)cc1 (configuration not stated),-2.8,0.4,1.5,.,4.3,0.1,3.2,5.0
COc1ccc(N2CCC(CNC(=S)Nc3cc(C)ccc3C)C2)cc1 (configuration not stated),1.0,0.0,-0.9,-3.8,0.1,1.2,-2.5,-9.1
COc1ccc2nc(NS(=O)(=O)c3ccc(NC(C)=O)cc3)sc2c1,10.0,.,-0.1,.,5.0,.,7.5,.
CCOc1cccc(/C=N/NC(=S)Nc2ccccc2[N+](=O)[O-])c1O,83.5*,0.0,-3.7,-1.8,.,-0.2,5.0,-3.4
O=C(c1cccnc1)N1CC(=O)N2[C@H](CO)[C@H](c3ccc(-c4ccc(F)cc4)cc3)[C@@H]2C1,-13.8,0.1,.,2.3,.,-0.8,-4.0,0.5
Cc1ccc(S(=O)(=O)NNC(=O)c2cc(C)c(C)cc2N)cc1,-3.7,-0.1,.,.,.,1.6,.,-1.8
CN(Cc1nccs1)C(=O)C1CCC(=O)N(CCc2cccc(F)c2)C1 (configuration not stated),-6.0,0.0,0.9,-2.4,0.5,-4.9,2.1,-0.6
C=CCOc1ccc2ccccc2c1CNn1cn[nH]c1=S,1.6,0.0,3.5,1.7,17.6,-1.0,17.6,-3.3
Cc1cccc(C(=O)NNC(=O)c2ccc3ccccc3c2)c1,-3.1,0.1,4.4,.,-1.8,0.0,5.0,2.9
# Carrying on:
SMILES,LGR2 antag,Xi reactivation,Cneo AK release,SIRT5 inh,Statin myotox sup,ERAP1 HTS inh,PGC1a acetyl inh,S100A4 MyoIIA
Cc1ccc(N(C(=O)Cn2nnc3ccccc32)C(C(=O)NCc2ccccc2)c2ccccn2)cc1 (configuration not stated),11.4,0.5,-1.1,.,24.8,.,1.8,.
C[C@@H]1CN([C@@H](C)CO)C(=O)c2cc(-c3cncnc3)cnc2O[C@H]1CN(C)C(=O)Cc1cccnc1,-2.8,0.9,4.8,1.2,26.3,-4.1,6.1,?
CO[C@H]1CN(C)C(=O)c2cc(NS(=O)(=O)c3cn(C)cn3)ccc2OC[C@@H](C)N(Cc2cccc(F)c2)C[C@@H]1C,9.1,0.2,0.1,.,-4.8,-2.1,-6.3,-5.5
COC(=O)c1ccccc1NC(=O)c1noc2c1CCC2,-4.8,.,0.5,.,4.4,.,5.9,.
CCc1ccccc1NC(=O)c1cc(S(=O)(=O)N(C)C)ccc1N1CCCC1,0.9,0.0,-2.4,0.3,.,4.1,.,-2.0
CN(C)S(=O)(=O)c1cccc(NC(=O)Cc2ccsc2)c1,9.8,-0.1,-0.3,-1.5,13.2,-6.1,.,-6.2
Cc1ccc(Cc2c(C3CCCCC3)nc3ccc(Cl)cn23)cc1,-21.2,0.2,10.1,-2.1,14.3,2.0,4.5,-0.8
O=C(NCC1CCCCC1)[C@H]1[C@H](CO)[C@H]2Cn3c(ccc(-c4ccc(F)cc4)c3=O)[C@@H]1N2,-10.7,0.5,-3.5,-2.9,11.3,1.0,.,9.2
CCOP(=O)(OCC)C(NC(=O)c1cc([N+](=O)[O-])cc([N+](=O)[O-])c1)C(F)(F)F (configuration not stated),-7.0,0.0,.,-2.5,.,12.1,10.5,4.7
C[C@H]1CN([C@@H](C)CO)C(=O)c2cc(NC(=O)CCCN(C)C)ccc2O[C@H]1CN(C)C(=O)Nc1cccc2ccccc12,6.0,-0.5,-0.8,-0.8,-1.8,1.2,0.0,3.8
Cc1noc(C)c1C(=O)NC(Cc1c[nH]c2ccccc12)C(=O)O (configuration not stated),1.4,0.0,-0.2,-2.9,7.4,6.9,2.6,-1.8
CO[C@@H]1CC[C@@H]2CCOc3c(C#N)cccc3C(=O)N(C)C[C@@H](C)C(=O)N(C)C[C@H]1O2,-4.3,-0.1,13.0,-0.1,3.0,1.9,-10.4,0.5
O=C(COc1ccc(C(=O)c2ccccc2)cc1)NCC1CCCCC1,3.8,0.1,.,-1.9,-4.3,6.5,.,-9.0
CSc1ccccc1C(=O)N1CCN(c2ncccn2)CC1,-15.7,0.0,.,-0.1,.,2.0,-15.5,-3.9
CCC(=O)c1ccc(OC(=O)Cc2ccc(OC)cc2)cc1,-2.5,0.1,-0.5,-0.4,-4.2,0.7,.,1.1
O=C(COC(=O)c1ccccc1Cl)NCc1cccs1,-20.2,0.0,3.4,.,1.9,-0.9,14.3,-2.3
CN(C)CC1CCC/C(=C\c2ccc(OC(=O)/C=C/c3ccc(Cl)c(Cl)c3)cc2)C1=O (configuration not stated),.,0.0,.,.,2.9,-3.8,-1.7,2.6
Cn1cccc1-c1cc(C(=O)N/N=C/c2ccc(F)cc2)[nH]n1,-8.7,0.2,-0.8,-5.0,-1.0,-2.3,2.2,2.7
CCOc1ccc(S(=O)(=O)Oc2ccc3ccccc3c2)cc1,-25.6,-0.3,-3.3,.,-131.0,.,.,.
CC(=O)O[C@H]1C[C@@]2(C)[C@@H](C[C@@H](O)[C@H]3[C@@]4(C)CC[C@@H](O)[C@@H](C)C4CC[C@@]32C)/C1=C(\CCC=C(C)C)C(=O)O (some centres not stated),.,0.0,-2.0,8.2,4.0,25.1,-4.9,-7.0
O=C(C[C@H]1CC[C@@H]2[C@H](COC[C@@H](O)CN2Cc2ccc(Oc3ccccc3)cc2)O1)N1CCc2ccccc2C1,.,.,4.8,8.9,49.5,1.8,-5.8,11.9
Cc1cccc(OCC(=O)NNC(=O)CCCCC(=O)NNC(=O)COc2cccc(C)c2)c1,-1.7,0.0,-2.3,-2.1,2.2,1.6,.,5.0
O=C(CSc1nnc(NCc2ccccc2)s1)c1ccco1,1.9,.,-5.7,.,19.1,.,-22.7,.
CCN(CC)CCCNC(=O)CCC(=O)NNc1nc2ccccc2c2nc(C)nn12,-0.9,0.0,.,-4.7,.,-0.1,.,10.6
COC(=O)[C@]1(CCS(=O)(=O)c2ccccc2)N=C(c2ccc(OCCCO)cc2)O[C@@H]1c1ccccc1CN=[N+]=[N-],.,.,-14.9,-2.4,.,2.0,-4.6,6.2

# Ordered by the number under PGC1a acetyl inh (ascending): four from the list above.
mol	PGC1a acetyl inh
CSc1ccccc1C(=O)N1CCN(c2ncccn2)CC1	-15.5
CO[C@H]1CN(C)C(=O)c2cc(NS(=O)(=O)c3cn(C)cn3)ccc2OC[C@@H](C)N(Cc2cccc(F)c2)C[C@@H]1C	-6.3
Cc1ccc(Cc2c(C3CCCCC3)nc3ccc(Cl)cn23)cc1	4.5
C[C@@H]1CN([C@@H](C)CO)C(=O)c2cc(-c3cncnc3)cnc2O[C@H]1CN(C)C(=O)Cc1cccnc1	6.1

# Further compounds follow.
SMILES,LGR2 antag,Xi reactivation,Cneo AK release,SIRT5 inh,Statin myotox sup,ERAP1 HTS inh,PGC1a acetyl inh,S100A4 MyoIIA
O=C(CC1NCCc2ccccc21)Nc1ccc(Oc2ccccc2)cc1 (configuration not stated),-6.9,0.0,-1.9,-1.2,-14.4,-5.8,-18.6,-8.6
C[C@@H](NC(=O)C[C@@H]1C=C[C@@H](NC(=O)C2CCC2)[C@H](CO)O1)c1ccccc1,1.1,-0.3,6.7,1.9,-1.9,3.1,1.6,-0.2
CC(=O)N1CCN(S(=O)(=O)c2cccc(C(=O)NNC(=O)COc3ccc(F)cc3)c2)CC1,-10.3,0.0,-1.8,1.8,-13.2,-2.7,-9.8,0.0
CN1CCC(N(C)S(=O)(=O)c2ccc(Cl)cc2)CC1,6.8,0.0,-1.4,0.9,-2.9,-2.2,.,-1.3
CCCNC(=O)N(C)C[C@H]1Oc2cc(-c3cncnc3)ccc2S(=O)(=O)N([C@H](C)CO)C[C@@H]1C,14.1,-0.7,1.2,-1.7,-0.9,2.5,9.1,42.8
CC(C)Oc1ccc(C(=O)Nc2nnc(SCC(=O)N3CCOCC3)s2)cc1,74.1*,-0.4,-0.3,.,.,.,2.4,.
CC(C)C(=O)N[C@H]1CCC2C3CC=C4C[C@@H](O)CC[C@]4(C)C3CC[C@@]21C (some centres not stated),15.6,0.0,1.6,0.2,6.1,11.4,-0.1,1.4
COc1cc2ccccc2cc1C(=O)Nc1ccccc1N1CCCC1,0.0,0.3,.,-2.4,-48.9,-2.1,.,1.1
O=C1NC(=O)c2c(Br)c(Br)c(Br)c(Br)c21,-1.5,0.3,-0.2,-1.0,5.5,-1.2,-0.9,2.2
